From PubChem
hERG protect: hERG (human) protection from proarrhythmic block | CHO-hERG, FluxOR thallium flux, dofetilide IC70 present | activation (rescue from dofetilide block), less the hit threshold, % at 10 µM | hit rate 0.51% among 310,000 | AID 1511;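 active = activation above the mean of controls blocked by dofetilide plus 5 SD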;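 note: thallium influx through hERG after potassium depolarization seen as dye fluorescence rise; in these data hits start at about 4.7%; inactives centre near -7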
ANO1 block: blocks the mouse calcium-activated chloride channel TMEM16A; Q8BHY3; HEK293 TMEM16A/YFP iodide influx fluorescence, ionomycin; normalized B-score (activity score, 25-100; higher = stronger inhibition) at 10 µM; hit rate 1.2% among 310,000; AID 588511;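 active = ratio plate-corrected score three or more library SD toward inhibition, starting fluorescence score within five deviations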;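 note: score derived from kinetic fluorescence span divided by baseline fluorescence per well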
KCNQ1 act: potentiates or activates the human KCNQ1 potassium channel; P51787; CHO-K1 KCNQ1, thallium flux FluxOR fluorescence; hits give high values; B-score at 10 µM; hit rate 0.35% among 310,000; AID 2648;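 active = fluorescence ratio B-score, a plate-corrected score, at least three library SD, with initial intensity B-score within 5 SD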
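assay system = KCNQ1-transfected CHO-K1 cells | medium = assay buffer with matched DMSO | probe or stimulus = depolarizing K+/Tl+ stimulus, K2SO4 and Tl2SO4 each 12.5 mM in 5x stock | dosing = single dose | incubation = dye 90 min, compound 20 min, room temperature | detection = kinetic FluxOR fluorescence, 10 s baseline plus 110 s post-stimulus | evaluation = ratio B score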
KCNQ1 block: inhibitors of human KCNQ1 potassium channel; P51787; CHO-K1 KCNQ1, FluxOR thallium flux fluorescence; hits give high values; B-score at 10 µM; hit rate 1.3% among 310,000; AID 2642;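 active = compounds whose thallium flux B-score, printed positive for inhibition, exceeds three library SD while starting fluorescence stays within three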;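 note: channel opened by potassium depolarization with thallium stimulus after 20 min compound exposure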
KCNK3 block: human KCNK3 channel inhibition, primary screen; O14649; CHO-KCNK3 thallium flux, FluxOR fluorescence; hits give low values; B-score at 10 µM; hit rate 0.84% among 340,000;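 active = B-score under library mean minus 4 SD, starting fluorescence ratio at most library mean plus 5 SD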;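 note: more negative B-score means stronger inhibition of thallium flux through KCNK3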
Target sequence (O14649 whole entry, looked up): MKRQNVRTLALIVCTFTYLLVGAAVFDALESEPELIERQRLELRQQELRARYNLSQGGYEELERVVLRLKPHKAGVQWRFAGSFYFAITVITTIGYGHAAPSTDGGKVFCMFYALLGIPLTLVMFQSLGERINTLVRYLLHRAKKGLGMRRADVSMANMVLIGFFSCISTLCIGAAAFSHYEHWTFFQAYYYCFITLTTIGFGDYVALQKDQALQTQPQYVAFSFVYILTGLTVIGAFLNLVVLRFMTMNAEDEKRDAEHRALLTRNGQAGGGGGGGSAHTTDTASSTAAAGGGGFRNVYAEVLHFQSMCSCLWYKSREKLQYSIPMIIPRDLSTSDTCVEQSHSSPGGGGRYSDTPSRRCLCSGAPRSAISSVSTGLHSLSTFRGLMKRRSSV
KCNK9 block: human KCNK9 channel inhibition; hit rate 1.2% among 310,000; B-score at 10 µM; HEK293 KCNK9, FluxOR thallium flux fluorescence; hits give low values; Q9NPC2;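 active = ratio B-score over 3 SD below the library mean, with starting fluorescence within 5 SD of its mean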;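 note: negative B-score means less thallium flux so channel inhibition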
DYRK1A inh: inhibitors of rat Dyrk1A kinase; ADP-Glo luminescence, NFATc1 peptide; inhibition, % at 12.5 µM; hit rate 0.43% among 310,000; in the data active = inhibition above about 50%;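 note: plate controls were vehicle with enzyme for no effect and no enzyme for full effect; many of its hits are not listed in these tables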
TRPC4 act: TRPC4 (mouse) channel activation | Q9QUQ5 | HEK293 TRPC4beta/mu-opioid, Fluo4 calcium fluorescence; hits give high values | hit rate 0.49% among 310,000 | B-score at 10 µM;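 active = B-score above 5 SD of library B-scores, and initial fluorescence ratio not above library mean plus 5 SD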;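 note: positive B-score marks a calcium rise read as TRPC4 activation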
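Assay system: HEK293 cells stably co-expressing mouse TRPC4beta and mu-opioid receptor / Timing: Fluo4 dye loading 45 min at room temperature, 110 s recording / Signal: Fluo4 calcium-sensitive dye fluorescence, kinetic, 1 Hz baseline / Read-out: integrated baseline-normalised fluorescence ratio, converted to per-well B score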
TRPC4 potent: TRPC4 (mouse) allosteric potentiation. Q9QUQ5. HEK293 TRPC4beta/mu-opioid, DAMGO EC20, Fluo-4 Ca2+ flux; hits give high values. hit rate 0.42% among 310,000. B-score at 10 µM;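 active = B-score of calcium response area above 5 SD of library B-scores, with initial fluorescence ratio within 5 SD of library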;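 note: B-score of integrated fluorescence ratio over time as area under calcium response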
ANO1 activ: activators or potentiators of mouse TMEM16A chloride channel | HEK293 TMEM16A/YFP-H148Q/I152L, iodide quench fluorescence; hits give low values | B-score at 10 µM | hit rate 0.3% among 340,000;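 active = fluorescence-ratio B-score plate-corrected deviation score at least 3 library SD below zero, with starting fluorescence score within 5 deviations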;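 note: channel opened by trigger with iodide after compound preincubation; score built on the fluorescence ratio of max minus min over baseline; more negative score means more quench and so TMEM16A activation or potentiation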
HDAC3 inh: inhibitors of human histone deacetylase 3. O15379. hit rate 0.15% among 320,000. inhibition, % at 8.3 µM. recombinant HDAC3, fluorogenic peptide/trypsin coupled, fluorescence; in the data active = inhibition above about 26%, passing the limit was not always enough
Target sequence (O15379 whole entry, looked up): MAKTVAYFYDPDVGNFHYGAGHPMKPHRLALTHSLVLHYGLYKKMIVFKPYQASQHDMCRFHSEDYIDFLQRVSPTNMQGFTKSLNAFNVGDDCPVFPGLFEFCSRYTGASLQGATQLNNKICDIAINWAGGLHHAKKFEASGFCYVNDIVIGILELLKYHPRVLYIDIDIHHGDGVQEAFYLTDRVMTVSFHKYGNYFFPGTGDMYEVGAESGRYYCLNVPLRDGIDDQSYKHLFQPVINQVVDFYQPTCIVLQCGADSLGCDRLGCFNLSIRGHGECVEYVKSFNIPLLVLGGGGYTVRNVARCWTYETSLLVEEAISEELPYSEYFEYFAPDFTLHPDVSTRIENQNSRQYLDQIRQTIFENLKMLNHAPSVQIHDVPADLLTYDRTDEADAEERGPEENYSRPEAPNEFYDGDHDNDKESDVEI
The depositor's hits bear a star; i = inactive; . = no result given. Some of the compounds tested (hit frequency here may not be typical).

Molecule | KCNQ1 block | TRPC4 act | hERG protect | DYRK1A inh | ANO1 block | KCNK9 block | KCNK3 block | TRPC4 potent | KCNQ1 act | HDAC3 inh | ANO1 activ
Cc1nn(CC(=O)NCCCN2CCCCC2)c(=O)c2cccn12 | i | i | -10 | -1 | i | i | i | i | i | -5 | i
COC(=O)c1ccc(C2/C(=C(/O)c3ccc(OC)cc3)C(=O)C(=O)N2CC2CCCO2)cc1 (configuration not stated) | i | i | -4 | -5 | i | i | i | i | i | -4 | i
O=C(O)Cc1cn(-c2ccccc2)nc1-c1ccccc1 | i | i | 3 | -2 | i | i | i | i | i | 0 | i
Cc1cc(C(=O)NCc2ccc(S(N)(=O)=O)cc2)cs1 | i | i | -9 | 1 | i | i | i | i | i | -4 | i
C/C(=N\Nc1nc(-c2ccccc2)cs1)c1cccs1 | i | i | -1 | 3 | i | i | i | i | i | 12 | i
COc1cccc(CN2CCNC(=O)C2CC(=O)NCCN2CCCCC2=O)c1 (configuration not stated) | i | i | -13 | -1 | i | i | i | i | i | . | i
CCc1cccc(C)c1NC(=S)NCC(c1cccnc1)N1CCOCC1 (configuration not stated) | i | i | -14 | -5 | i | i | i | i | i | -3 | i
COC(=O)c1ccccc1NC(=O)n1cc(C)cn1 | i | i | -10 | 1 | i | i | i | i | i | -1 | i
COc1ccc2ccccc2c1/C=N/NC(=S)Nc1cc(S(=O)(=O)N2CCOCC2)ccc1N1CCOCC1 | i | i | -7 | -8 | i | i | i | i | i | -3 | i
O=C(NCc1cccnc1)C(=O)NCC1OCCCN1S(=O)(=O)c1ccccc1 (configuration not stated) | i | i | -3 | 5 | i | i | i | i | i | 0 | i
Cc1cc(OCC(=O)N2CCC(C(N)=O)CC2)c2c(C)c(C)c(=O)oc2c1 | i | i | -8 | -1 | i | i | i | i | i | -2 | i
CNC(=O)c1cc(C(=O)c2ccc(Cl)cc2)c[nH]1 | i | i | 1 | 5 | i | i | i | i | i | 2 | i
Cc1cc(C)c2cc(C#N)c(NCCOC(=O)c3ccccc3C)nc2c1 | i | i | -1 | 4 | i | i | i | i | i | -3 | i
COC(=O)c1cc(COc2ccc3c4c(c(=O)oc3c2)CCC4)c(C)o1 | i | i | -1 | . | i | i | . | i | i | . | .
CCCc1cc(=O)n2c(nc3ccccc32)[nH]1 | i | i | -7 | 1 | i | i | i | i | i | 0 | i

Some values from the list:
For HDAC3 inh, Cc1cc(C(=O)NCc2ccc(S(N)(=O)=O)cc2)cs1 shows -4
For hERG protect, Cc1cc(OCC(=O)N2CCC(C(N)=O)CC2)c2c(C)c(C)c(=O)oc2c1 shows -8

Returning to the listing, repeating the 3 entries before the break.
Molecule | KCNQ1 block | TRPC4 act | hERG protect | DYRK1A inh | ANO1 block | KCNK9 block | KCNK3 block | TRPC4 potent | KCNQ1 act | HDAC3 inh | ANO1 activ
Cc1cc(C)c2cc(C#N)c(NCCOC(=O)c3ccccc3C)nc2c1 | i | i | -1 | 4 | i | i | i | i | i | -3 | i
COC(=O)c1cc(COc2ccc3c4c(c(=O)oc3c2)CCC4)c(C)o1 | i | i | -1 | . | i | i | . | i | i | . | .
CCCc1cc(=O)n2c(nc3ccccc32)[nH]1 | i | i | -7 | 1 | i | i | i | i | i | 0 | i
CCC(C)[C@H]1COCCS(=O)(=O)N1Cc1ccc(C)cc1 (some centres not stated) | i | i | -6 | 1 | i | i | i | i | i | 7 | i
CC1=CC(C)(C)[N+](C)=CN1c1ccccc1 | i | i | -2 | 1 | i | i | i | i | i | 2 | i
O=C(Nc1ccc(-c2nc3cc(NC(=O)c4cccs4)ccc3o2)cc1)c1cccs1 | i | i | -6 | -17 | i | i | i | i | i | 7 | i
N#CCOC(=O)[C@H](Cc1ccccc1)N1C(=O)c2ccccc2C1=O | i | i | -3 | 8 | i | i | i | i | i | 3 | i
O=S(=O)(NCc1ccc2c(c1)OCO2)c1ccc(F)c(F)c1 | i | i | -8 | 1 | i | i | i | i | i | -5 | i
CCOc1ccc(Cl)cc1/C=N/NC(=O)c1ccccc1 | i | i | -7 | 0 | i | i | i | i | i | 1 | i
COc1cc(C2c3c(oc4ccccc4c3=O)C(=O)N2c2nccs2)ccc1O (configuration not stated) | i | i | -7 | -2 | i | i | i | i | i | 4 | i
COC(=O)c1cn(-c2ccccc2)nc1-c1ccc(OC)cc1 | i | i | -8 | 0 | i | i | i | i | i | -3 | i
Cc1cccc(-n2c(C)cc(C=C3C(=O)c4ccccc4C3=O)c2C)c1 | 6* | i | -4 | 1 | i | i | i | i | i | 3 | i
CC1(c2ccccc2Cl)NC(=O)N(CC(=O)N2CCN(S(=O)(=O)c3ccccc3)CC2)C1=O (configuration not stated) | i | i | -14 | -4 | i | i | i | i | i | -7 | i
Cc1[nH]c(C(=O)N/N=C/c2ccc(N(C)C)cc2)c(C)c1C(=O)N/N=C/c1ccc(N(C)C)cc1 | i | i | -11 | -4 | i | i | i | i | i | -1 | i
Cc1[nH]c2ccc(C(=O)OC(C)C(=O)NC3(C#N)CCCCC3)cc2c1C (configuration not stated) | i | i | -17 | -4 | i | i | i | i | i | 1 | i
C=CCc1ccc(OCCCOc2ccc(C)c(C)c2)c(OC)c1 | i | i | -11 | -7 | i | i | i | i | i | -4 | i
S=C(c1ccc(OCc2ccccc2)cc1)N1CCCC1 | i | i | -8 | 3 | i | i | i | i | i | -2 | i
COc1cc(CC(=O)OCc2cccc([N+](=O)[O-])c2)cc(OC)c1OC | i | i | 0 | 18 | i | i | i | i | i | 2 | i
Cc1cc(C(=O)CCl)c(C)n1-c1ccon1 | i | i | -16 | 5 | . | i | i | i | i | . | i
CCCCC(=O)Nc1cccc(NC(=O)c2ccc(Br)o2)c1 | i | i | -18 | 8 | i | -8.5* | i | i | i | -2 | i
S=C(c1ccccc1)N1CCCc2ccccc21 | i | i | -7 | -1 | i | i | i | i | i | 9 | i
O=C(NCc1cccc2[nH]ccc12)C1CCC(=O)N(CCc2ccccc2)C1 (configuration not stated) | i | i | -10 | -7 | i | i | i | i | i | -1 | i
CCOC(=O)C1(C)NC(c2cc(OC)c(OC)c(OC)c2)C2C(=O)N(CC)C(=O)C21 (configuration not stated) | i | i | -9 | -1 | i | i | i | i | i | 7 | i
COCCNCCCOc1ccc(Br)cc1Cl | i | i | -1 | 6 | i | i | i | i | i | -3 | i
COc1cccc(CNC(=O)CNC(=S)N(Cc2ccccc2)Cc2ccccc2F)c1 | i | i | -3 | . | . | i | i | i | i | . | i
O=C(Cc1c(Cl)cccc1Cl)Nc1cccc(S(=O)(=O)N2CCOCC2)c1 | i | i | 2 | . | i | i | i | i | i | 1 | i
COC(=O)c1cc2ccsc2n1Cc1nc(-c2cccc(Cl)c2)oc1C | i | i | -1 | 4 | i | -7.3* | i | i | i | 1 | i
CCNc1nc2c(c(=O)[nH]c(=O)n2C)n1CCCc1ccccc1 | i | i | -6 | . | i | i | i | i | i | -1 | i
COc1cc2c(cc1OC)C(c1cccc([N+](=O)[O-])c1)NC(=O)C2 (configuration not stated) | i | i | -13 | -4 | i | i | i | i | i | 1 | i
COc1ccccc1OCC(=O)Nc1cc(S(=O)(=O)N2CCCCC2)ccc1N1CCCCC1 | i | i | -4 | 0 | i | i | i | i | i | 1 | i
COc1ccc(O)c(/C=N/NC(=O)c2ccc(N3CCCC3=O)cc2)c1 | i | i | -4 | -6 | i | i | i | i | i | -2 | i
CCN(CC)S(=O)(=O)c1ccc2c(c1)c(=O)c(C(=O)NCc1cccs1)cn2C | i | i | -2 | 3 | i | i | i | i | i | -3 | i
NC(=O)Nc1ccc(F)cc1 | i | i | -1 | 5 | i | i | i | i | i | -2 | i
CCN1CCCc2cc(CN(CCN3CCOCC3)C(=O)Nc3ccc(C)c(C)c3)ccc21 | i | i | -12 | -5 | i | i | i | i | i | 1 | i
COc1ccc(NC(=O)CSc2ccccn2)c([N+](=O)[O-])c1 | i | i | -5 | . | i | i | i | i | i | -1 | i
CCCn1c(SCC(=O)Nc2cc(Cl)ccc2OC)n[nH]c1=O | i | i | -9 | 7 | i | i | i | i | i | -2 | i
CCOC(=O)C1=C(c2ccccc2)Nc2ncnn2C1c1cc(OC)cc(OC)c1OC (configuration not stated) | i | i | -8 | -7 | i | i | i | i | i | 3 | i
CCN1CCCC1CNS(=O)(=O)c1cc(Br)cc2c1N(C(=O)C1CC1)CC2 (configuration not stated) | i | i | -12 | 1 | i | i | i | i | i | -2 | i
Cc1ccc(C(=O)Nc2cccc(C(=O)O)c2)cc1S(=O)(=O)N1CCCCC1 | . | . | . | 8 | i | . | i | . | . | -4 | i
CNC(=O)C(Sc1nc(C)nc2c1oc1ccccc12)C(C)=O (configuration not stated) | i | i | -13 | 13 | i | i | i | i | i | 4 | i
O=C1CN2NC(=S)N(c3ccccc3)C2=CN1c1ccc(Cl)cc1 | i | i | -11 | -3 | i | i | i | i | i | -9 | i
CNc1nc(C)nc(-n2nc(C)cc2C)n1 | i | i | -1 | -2 | i | i | i | i | i | 0 | i
CC(C)C[C@H]1COCCS(=O)(=O)N1Cc1ccc(Cl)c(Cl)c1 | i | i | -9 | 51* | i | i | i | i | i | 17 | i
O=C(c1ccc2oc(Cc3ccc(Cl)cc3)nc2c1)N1CC[C@H](O)C1 | i | i | -10 | 3 | i | i | i | i | i | 4 | i
NC(=O)CC(NC(=O)Cc1cccc2ccccc12)c1ccc(NCCN2CCCCC2)c([N+](=O)[O-])c1 (configuration not stated) | i | i | -6 | -2 | i | i | i | i | i | 7 | i
C=CCNc1sc(C(=O)c2cccs2)c(N)c1C#N | i | i | -12 | 0 | i | i | i | i | i | 4 | i
Cc1cc(C)nc(N/C(=N\S(=O)(=O)Cc2ccccc2)Nc2ccccc2Br)n1 | i | i | -9 | . | i | -9.4* | i | i | i | -3 | i
CC(C)Oc1ccc(CNC(=O)c2ccc3c(c2)N(C)CCS3)cc1 | i | i | -15 | -1 | i | i | i | i | i | -58 | i
Cc1oc2cc3oc(=O)c(CC(=O)N[C@@H](C)C(=O)NC(Cc4ccc(Cl)cc4)C(=O)O)c(C)c3cc2c1C (some centres not stated) | i | i | -6 | 1 | i | i | i | i | i | 0 | i
CC(=O)c1c(NCCc2ccccc2)nc(=S)n(-c2ccccc2)c1C | i | i | -9 | 3 | i | i | i | i | i | -3 | i
